EBNA-1 inh: blocks EBNA-1 binding to DNA | actives 0.34% (n = 300,000) | AID 1950 | inhibition, % at 14.8 µM | EBNA-1 DNA binding, fluorescence polarization; in the data active = inhibition above about 28%
proCasp3 act: activators of human procaspase-3; recombinant procaspase-3 D3A, Ac-DEVD-pNA absorbance 405 nm; P42574; actives 0.11% (n = 330,000); activation, % at 8.5 µM;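 active = activation above the mean of all tested compounds plus 3 SD, cut at about 21% in these data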;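 note: 0% = DMSO alone and 100% = DMSO wells spiked with extra 5 µM PC-3 D3A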
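Assay system: Procaspase-3 D3A mutant, all three cleavage aspartates alanine. Buffer or medium: Zinc-free HEPES saline buffer with Triton X-100. Times: 1 h compound preincubation, 2 h substrate hydrolysis at 25 °C. Measured by: 405 nm absorbance of p-nitroaniline, reads at 0 and 120 min. Read-out basis: percent activation relative to control range. Replicates: singlicate.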
AHR activator: human AHR activation. actives 2.5% (n = 320,000). activation, % at 5 µM. AHR-responsive luciferase reporter cells, luminescence. P35869; in the data active = activation above about 47%;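 note: 0% = vehicle wells and 100% = reference agonist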
RPL19A-GFP yeast: modulators of TOR pathway RPL19A-GFP in S. cerevisiae; actives 0.3% (n = 330,000); S. cerevisiae RPL19A-GFP strain, flow cytometry, 3 h; active compounds read low; AID 2025; percent response vs DMSO, % at 10 µM;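 active = percent response vs DMSO below 50%; inconclusive = fewer than 70 events counted for the yeast strain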;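 note: median channel GFP fluorescence of the barcoded RPL19A-GFP strain; ratio of sample median GFP to plate DMSO average so 100% = DMSO; lower means less RPL19A-GFP as with rapamycin TOR inhibition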
procasp7 counter: activates human procaspase-7, counter-screen for procaspase-3 activators; P55210; recombinant procaspase-7, Ac-DEVD-pNA absorbance 405 nm; D23A/D198A/D206A triple mutant, cannot self-cleave; scale: DMSO 0, 5 µM enzyme 100; activation, % at 8.5 µM; actives 0.093% (n = 330,000); AID 463210;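 active = percent activation above the screen-wide mean plus 3 SD, cut at about 25% in these data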
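Detection: p-Nitroaniline absorbance at 405 nm, read at 0 and 120 min; system: Uncleavable procaspase-7 mutant enzyme; evaluation: % activation from two-timepoint absorbance difference, scaled to controls; times: 1 h enzyme–compound preincubation and 2 h substrate reaction, both 25 °C; buffer or medium: Zinc-free HEPES pH 7.4 with 300 mM NaCl, 0.01% Triton X-100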
ZTA DNA inh: blocks Epstein-Barr virus ZTA, an EBNA-1 counter-screen. P03206. ZTA-DNA binding, fluorescence polarization. inhibition, % at 11 µM. actives 0.15% (n = 320,000). AID 2234; in the data active = inhibition above about 33%
MEP2-GFP yeast: modulators of TOR pathway MEP2-GFP in S. cerevisiae; GFP response vs DMSO, % at 10 µM; actives 0.51% (n = 330,000); S. cerevisiae MEP2-GFP strain, flow cytometry GFP, 3 h; 100% = DMSO control level;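 active = GFP response versus DMSO above a set limit, roughly screen mean plus 3 SD, cut at about 180% in these data; inconclusive = fewer than 70 cells counted for a yeast strain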;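 note: median GFP fluorescence of the barcode-gated MEP2-GFP cells per well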
LAP4 TOR yeast: modulators of TOR pathway LAP4-GFP in S. cerevisiae. actives 0.34% (n = 320,000). GFP response vs DMSO, % at 10 µM. AID 2023. S. cerevisiae LAP4-GFP multiplex, flow cytometry GFP, 3 h; median GFP as percent of DMSO wells;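 active = GFP response vs DMSO above a set limit, about the screen mean plus 3 SD, cut at about 150% in these data; inconclusive = under 70 cell events counted for the yeast strain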
Numbers without * were called inactive; ? = inconclusive; . = not tested or not shown.

Values in the order: EBNA-1 inh, proCasp3 act, AHR activator, RPL19A-GFP yeast, procasp7 counter, ZTA DNA inh, MEP2-GFP yeast, LAP4 TOR yeast
- COc1cc(CNC2CCCc3ccccc32)cc(OC)c1OC (stereo unspecified)
 : -9, 2, 0, 107, 9, 5, 111, 103
- CCC(Sc1nc2ccccc2c2nc3ccccc3n12)C(=O)NCc1ccco1 (stereo unspecified)
 : 18, -4, -2, 101, 12, 5, 98, 98
- CC(=O)Nc1ccc(NC(=O)c2c(C)nn(-c3ccccc3)c2Cl)cc1C
 : -20, -7, 8, 98, 3, -9, 96, 86
- CCCn1c(N)c(N(CCOC)C(=O)c2ccc(-c3ccccc3)cc2)c(=O)[nH]c1=O
 : ., 6, 0, 97, 2, 4, 107, 99
- N#CC1CN(Cc2ccccc2)CN(Cc2ccccc2)C1
 : 4, -1, -1, 100, 3, 3, 100, 112
- O=C1CCCN1CCCNc1ncnc2sccc12
 : -6, -3, 2, 98, 2, -18, 95, 102
- O=C(CCNS(=O)(=O)c1ccccc1)N1CCCCCC1
 : -10, 4, 1, 99, 1, -24, 124, 92
- CC1(C)CC(NC(=O)COc2ccc(Cl)cc2Cl)CC(C)(C)N1
 : -2, 2, 1, 79, 3, -14, 104, 83
- Cc1ccc(C)c(S(=O)(=O)NCc2ccc(C(=O)N3CCOCC3)cc2)c1
 : -4, 2, 4, 96, -7, 9, 96, 105
- COc1ccccc1OCCNC(=O)c1cccc(S(=O)(=O)NCc2ccccc2)c1
 : ., -1, 0, 112, 0, 0, 102, 104
- COCCC(=O)Nc1ccc2c(c1)CN(C(=O)CCOC)CC2
 : -7, 5, -1, 99, 9, 2, 88, 82
- Cn1c(=O)n(C)c2cc(/C=N/NC(=O)c3ccc(Cl)cc3)ccc21
 : 4, 6, 6, 104, -21, 11, ?, ?
- COc1ccc2sc(-c3ccccc3OC)c(-c3ccc(OC)c(F)c3)c2c1
 : ., 0, 4, 97, 6, 2, 99, 97
- O=C(c1cc2cc(Cl)ccc2[nH]1)N1CCN(C(=O)c2ccco2)CC1
 : -5, 13, 23, 88, 4, 5, 92, 88
- C/C(=N\NC(=O)c1ccc(Br)cc1)c1ccccc1
 : -13, 6, 5, 102, 0, -1, 99, 104
- CCOC(=O)N1CC=C2C(C#N)=C(N)C(C#N)(C#N)[C@H](c3ccc(OC(C)C)c(OCC)c3)[C@H]2C1
 : -11, 3, 5, 101, 8, 3, 100, 97
- Cn1c(N)c(C(=O)COC(=O)C2CC(=O)N(Cc3ccccc3)C2)c(=O)n(C)c1=O (stereo unspecified)
 : 4, 5, 3, 92, 2, -24, 99, 93
- c1ccc(-c2csc(N3CCN(c4ccccn4)CC3)n2)cc1
 : -5, -7, 29, 103, -5, -3, 102, 114
- O/N=C/c1cc(Br)cc(Br)c1OCc1ccccc1
 : -4, -1, 64*, 105, 0, -5, 107, 88
- Cc1cc(NC(=O)CCC(=O)N(CC(=O)NCC2CCCO2)c2ccc(C(C)C)cc2)no1 (stereo unspecified)
 : -2, 2, 1, 98, -2, 8, 104, 99
- CC(C)NC(=O)c1onc(CSc2cccc3ccccc23)c1C(=O)O
 : -2, 3, 4, 109, -9, 18, 94, 97
- CC(C)CN(CC(C)C)S(=O)(=O)N1CCC(C(=O)NCc2cccs2)CC1
 : -3, 8, -2, 90, 0, -4, 105, 96
- COc1ccc(-c2noc(N3CCC(C(=O)Nc4cc(OC)ccc4OC)CC3)n2)cc1
 : -4, -7, 4, 98, -11, 6, 88, 118
- CCOC(=O)C1=C(COC(=O)CNC(=O)c2ccc(C)cc2)NC(=O)NC1C (stereo unspecified)
 : -12, 3, 0, 62, -1, -1, 87, 82
- Cc1ccc(C(=O)/C=C/Nc2ccc(S(=O)(=O)Nc3onc(C)c3C)cc2)cc1
 : 4, -5, 2, ., 1, 4, ., .
- COC(=O)c1cc(CSc2nnc(-c3ccccc3)c(-c3ccccc3)n2)oc1C
 : -5, -14, 2, 94, -1, -15, 101, 104
- CCN(Cc1ccccc1)S(=O)(=O)c1ccc(C(=O)N(CCCN(C)C)c2nc3cc4c(cc3s2)OCCO4)cc1
 : 4, 1, -8, 101, 6, 29, 106, 104
- O=C1CNC(=O)N1c1ccc(Cl)cc1
 : -4, 1, 1, 107, 4, 1, 103, 97
- CC(C)CCOc1ccc(C(=O)NCC(c2cccs2)N2CCOCC2)cc1 (stereo unspecified)
 : -7, 2, 5, 97, 3, -4, 104, 115
- CCOCN(C(=O)Cn1c(C(C)O)nc2ccccc21)c1c(C)cccc1CC (stereo unspecified)
 : 5, 4, 1, 99, 8, 14, 105, 103
- COc1cc(C)c(Cl)cc1S(=O)(=O)N(C)C
 : -8, 1, -3, 97, 5, -27, 100, 98
- COc1ccc(/C=C/C(=O)Nc2nc(N)n(-c3ccccc3)n2)cc1
 : 7, -3, 21, 109, 5, 6, 108, 111
- Cc1ccc(C(=O)Nc2ccc3cn[nH]c3c2)cc1S(=O)(=O)N1CCCCC1
 : 7, 0, 55*, 99, 6, -1, 106, 105
- Cn1c(Cc2cccs2)nnc1SCC(=O)N1CCc2ccccc21
 : -4, -5, 17, 92, -4, -26, 146, 89
- O=C(NCC(c1ccc(F)cc1)N1CCOCC1)c1ccccc1F (stereo unspecified)
 : -1, -1, 1, 98, 4, -12, 96, 110
- COCCNC(=O)c1ccc(N(C)S(=O)(=O)c2ccc(OC)c(OC)c2)cc1
 : 3, 5, 5, 104, 11, 2, 103, 98
- c1ccc2cc(CCO[C@H]3CCCCO3)ncc2c1
 : ., 1, 0, 98, 3, ., 97, 99
- COc1ccc(-c2oc(=O)c3cc(OC)c(OC)cc3c2C(F)(F)F)cc1
 : ., -5, -1, 106, -4, 5, 94, 106
- O=C(c1ccccn1)N1N=C2/C(=C/c3ccccc3)CCCC2C1c1ccccc1 (stereo unspecified)
 : 1, 7, 112*, 97, -2, 4, 90, 77
- O=S(=O)(Nc1ccc(-c2ccc3nncn3n2)cc1)c1ccccc1Cl
 : -4, 5, -1, 102, -5, 2, 100, 120

Ordered by formula weight (lowest first): some entries from above
Values in the order: EBNA-1 inh, proCasp3 act, AHR activator, RPL19A-GFP yeast, procasp7 counter, ZTA DNA inh, MEP2-GFP yeast, LAP4 TOR yeast
- O=C1CNC(=O)N1c1ccc(Cl)cc1
 : -4, 1, 1, 107, 4, 1, 103, 97
- c1ccc2cc(CCO[C@H]3CCCCO3)ncc2c1
 : ., 1, 0, 98, 3, ., 97, 99
- COc1ccc(/C=C/C(=O)Nc2nc(N)n(-c3ccccc3)n2)cc1
 : 7, -3, 21, 109, 5, 6, 108, 111
- Cn1c(Cc2cccs2)nnc1SCC(=O)N1CCc2ccccc21
 : -4, -5, 17, 92, -4, -26, 146, 89
- COc1ccc(-c2oc(=O)c3cc(OC)c(OC)cc3c2C(F)(F)F)cc1
 : ., -5, -1, 106, -4, 5, 94, 106
- O=S(=O)(Nc1ccc(-c2ccc3nncn3n2)cc1)c1ccccc1Cl
 : -4, 5, -1, 102, -5, 2, 100, 120
- O=C(c1ccccn1)N1N=C2/C(=C/c3ccccc3)CCCC2C1c1ccccc1 (stereo unspecified)
 : 1, 7, 112*, 97, -2, 4, 90, 77
- CCOCN(C(=O)Cn1c(C(C)O)nc2ccccc21)c1c(C)cccc1CC (stereo unspecified)
 : 5, 4, 1, 99, 8, 14, 105, 103
- Cc1ccc(C(=O)Nc2ccc3cn[nH]c3c2)cc1S(=O)(=O)N1CCCCC1
 : 7, 0, 55*, 99, 6, -1, 106, 105
- CC(C)CCOc1ccc(C(=O)NCC(c2cccs2)N2CCOCC2)cc1 (stereo unspecified)
 : -7, 2, 5, 97, 3, -4, 104, 115
- COCCNC(=O)c1ccc(N(C)S(=O)(=O)c2ccc(OC)c(OC)c2)cc1
 : 3, 5, 5, 104, 11, 2, 103, 98

Going on with the list:
Values in the order: EBNA-1 inh, proCasp3 act, AHR activator, RPL19A-GFP yeast, procasp7 counter, ZTA DNA inh, MEP2-GFP yeast, LAP4 TOR yeast
- Nc1nn(-c2ccccc2)c2ccc([N+](=O)[O-])cc12
 : 5, 7, 1, 95, 5, 8, 102, 86
- COc1cc(C(=O)N2c3ccccc3CCC2C)cc(OC)c1OC (stereo unspecified)
 : 3, 3, 2, 104, 0, 0, 107, 102
- Cc1onc(-c2ccccc2Cl)c1C(=O)Oc1cccc2cccnc12
 : -2, -2, 3, 96, -4, -7, 103, 89
- CC(C)CNS(=O)(=O)c1ccc(S(=O)(=O)N2CCN(CCC#N)CC2)cc1
 : 6, 0, 1, 100, -3, -3, 103, 106
- O=C(Nc1ccc(Cl)cc1)Nc1ccc2c(c1)OCO2
 : 16, 1, 59*, 94, -12, 5, 89, 93
- C=CCn1cnc2scc(-c3ccc(CC)cc3)c2c1=O
 : 9, 3, 29, 102, 17, -19, 96, 101
- Cc1cc(OCC(=O)Nc2ccc(CN3CCOCC3)cc2)c2c(C)c(C)c(=O)oc2c1
 : 15, 0, 0, 96, 11, 14, 103, 96
- Cc1csc2nc(SCC(=O)N3CCN(c4ccccc4)CC3)[nH]c(=O)c12
 : 5, 2, 6, 109, -2, 17, 94, 99
- CCOC(=O)c1cc(-c2ccccc2)sc1NC(=O)C(C)C
 : -6, -2, -1, 105, -8, 10, 108, 107

Screening results (PubChem BioAssay)
